Screens from PubChem.
14-3-3 Bad PPI = disrupts binding of bovine 14-3-3 zeta to phospho-Bad peptide | TR-FRET 14-3-3zeta/Dy647-pBad peptide displacement, 1 h | inhibition, % at 21.7 µM | hit rate 0.71% among 220,000 | AID 781;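 active = inhibition above about 70%, limit read from the data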;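 note: 0% = full 14-3-3 plus peptide FRET controls and 100% = background without 14-3-3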
Target sequence (P63103 whole entry, looked up): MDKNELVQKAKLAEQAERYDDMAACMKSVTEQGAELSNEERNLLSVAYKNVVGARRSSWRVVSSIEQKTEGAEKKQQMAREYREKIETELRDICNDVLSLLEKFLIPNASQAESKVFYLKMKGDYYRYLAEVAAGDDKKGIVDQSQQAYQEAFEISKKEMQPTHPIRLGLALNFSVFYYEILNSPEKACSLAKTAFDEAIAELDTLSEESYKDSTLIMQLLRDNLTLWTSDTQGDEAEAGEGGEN
Wee1 stabilizer = inhibitors of human Wee1 degradation; P30291; HeLa Luc-Wee1K328M stability, luciferase luminescence; 100% = proteasome inhibitor MG132 effect; reporter increase, % at 5 µM; hit rate 1.2% among 220,000; AID 1321;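 active = activation above the mean of all tested compounds plus 3 SD, set per screening run, cut at about 8.8% in these data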;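 note: cells exposed to compound for 20 h before luminescence read; 0% = DMSO alone and 100% = MG132 at 30 µM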
thrombin 1536 = thrombin (human) inhibition; P00734; alpha-thrombin, Boc-VPR-AMC fluorogenic substrate cleavage; inhibition, % at 5 µM; hit rate 0.26% among 220,000; AID 1046;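 active = inhibition at or above 40%; inactive = inhibition below 40%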;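 note: 0% = enzyme with no compound and 100% = wells without enzyme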
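System: human alpha-thrombin protein; Compound dosing: one concentration per compound, 5 µM, with 0.2% DMSO; Timing: reaction at room temperature; Technique: AMC fluorescence, 355/460 nm; Controls: enzyme without compound as high, wells lacking enzyme as low.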
Hck-Nef inh = inhibitors of human Hck kinase activated by Nef; P08631; Recombinant Hck-YEEI plus Nef, Z-Lyte FRET kinase assay; hit rate 0.68% among 220,000; AID 463187; inhibition, % at 20 µM;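 active = Hck-Nef kinase inhibition above about 50%, limit read from the data; inactive = inhibition below that limit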;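 note: 0% = DMSO with Hck plus Nef and 100% = Hck alone without Nef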
Target sequence (P08631 whole entry, looked up): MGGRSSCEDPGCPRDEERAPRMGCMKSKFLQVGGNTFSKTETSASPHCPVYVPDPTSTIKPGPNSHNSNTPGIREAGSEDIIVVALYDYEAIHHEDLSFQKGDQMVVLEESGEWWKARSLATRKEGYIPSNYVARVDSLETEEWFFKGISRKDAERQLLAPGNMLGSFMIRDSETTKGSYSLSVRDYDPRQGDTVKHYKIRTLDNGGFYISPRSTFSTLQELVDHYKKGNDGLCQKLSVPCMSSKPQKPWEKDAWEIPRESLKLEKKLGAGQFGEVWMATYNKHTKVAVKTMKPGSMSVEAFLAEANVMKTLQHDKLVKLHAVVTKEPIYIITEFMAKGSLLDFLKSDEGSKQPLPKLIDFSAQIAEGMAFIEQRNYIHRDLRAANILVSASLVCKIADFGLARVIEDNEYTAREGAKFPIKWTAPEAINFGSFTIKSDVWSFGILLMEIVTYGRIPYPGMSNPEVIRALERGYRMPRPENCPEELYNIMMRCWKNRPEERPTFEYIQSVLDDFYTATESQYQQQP
FXIa inh 1536 = blocks human coagulation factor XIa protease activity; P03951; purified FXIa, Boc-Glu-Ala-Arg-AMC fluorogenic substrate; inhibition, % at 5 µM; hit rate 0.14% among 220,000; AID 798;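 active = inhibition of at least 40%; inactive = inhibition below 40%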;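 note: fluorescence of freed AMC excited at 355 nm; 0% = enzyme without compound and 100% = no enzyme blank; many of its hits are not listed in these tables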
FXIIa inh = factor XIIa (human) inhibition; P00748; purified FXIIa, Boc-QGR-AMC fluorogenic substrate, 2 h; inhibition, % at 5 µM; hit rate 0.3% among 220,000; in the data active = inhibition above about 40%;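 note: 0% = enzyme with no compound and 100% = blank without enzyme; many of its hits are not listed in these tables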
Runt-CBFb FRET = blocks binding of human RUNX1 Runt domain to CBFb. Q01196+Q13951. Cerulean-Runt/Venus-CBFb FRET ratio 530/480, 1 h. inhibition, % at 20 µM. hit rate 0.46% among 220,000. AID 1496;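 active = inhibition over about 50% at 20 µM in the single-dose screen, limit read from the data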;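 note: 0% = DMSO wells and 100% = excess unlabeled CBFb competitor control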
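Assay system: Cerulean-tagged RUNX1 Runt domain (FRET donor) fusion protein / Amount: 100 nM each of Venus-CBFb and Cerulean-Runt domain / Medium: Tris buffer pH 7.5 with salts and BSA / Also added: Venus-CBFb 100 nM / Schedule: 1 h complex formation plus 1 h compound treatment, room temperature / Signal: FRET fluorescence / Read-out: loss of energy transfer signal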
Runt-SMMHC FRET = blocks binding of human RUNX1 Runt domain to CBFb-SMMHC. hit rate 0.74% among 220,000. Cerulean-Runt/Venus-CBFb-SMMHC FRET ratio 530/480, 1 h. Q01196+Q13951. inhibition, % at 20 µM;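 active = mean inhibition across duplicate retests at 20 µM reaching about 50%, limit read from the data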;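 note: 0% = DMSO wells and 100% = wells with excess untagged CBFb-SMMHC; inhibitors lower the FRET ratio by blocking Runt binding to CBFb-SMMHC; some results filed as inactive read as strong as hits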
KLK5 inh = blocks human kallikrein 5 protease activity; recombinant hK5, fluorogenic AMC substrate cleavage; inhibition, % at 5 µM; Q9Y337; hit rate 0.59% among 210,000; AID 873;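 active = inhibition of 40% or more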;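 note: 0% = enzyme controls without compound and 100% = no-enzyme blanks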
Target sequence (Q9Y337 67-293 limits assumed): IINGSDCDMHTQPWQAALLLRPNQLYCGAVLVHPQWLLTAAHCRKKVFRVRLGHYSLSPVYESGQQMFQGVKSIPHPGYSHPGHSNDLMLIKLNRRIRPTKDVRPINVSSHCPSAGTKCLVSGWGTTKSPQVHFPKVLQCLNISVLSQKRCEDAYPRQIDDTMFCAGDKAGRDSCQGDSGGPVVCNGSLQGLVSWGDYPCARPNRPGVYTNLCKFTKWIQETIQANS
Active calls of the source: *; / = no result given; [ ] = remark or other dose.

Molecule	14-3-3 Bad PPI	Wee1 stabilizer	thrombin 1536	Hck-Nef inh	FXIa inh 1536	FXIIa inh	Runt-CBFb FRET	Runt-SMMHC FRET	KLK5 inh
COc1ccc(C2=C(c3ccc([N+](=O)[O-])cc3)C(=O)OC2)cc1	8	-2	-5	23	0	-5	0	-4	-7
Cc1ccc(Cl)cc1NC(=S)N(CCCN1CCN(C)CC1)Cc1cccs1	-6	3	0	-6	-3	8	1	3	2
CCc1ccccc1N(CC(=O)N1CCN(c2ccccc2)CC1)S(C)(=O)=O	-17	-5	-3	2	4	3	-2	2	-3
O=C(O)CC(CP(=O)(c1ccccc1)c1ccccc1)C(=O)O (centres undefined)	2	-3	7	1	10	4	-1	1	12
O=C(CCC(=O)Nc1ccccc1Cl)N/N=C/c1c[nH]c2ccccc12	-11[fluorescence artefact?]	3	-4	7	10	13	-3	2	-6
Cc1ccc(NC(=S)N2CCCCC2)cc1C	-2	-3	-6	7	-4	0	1	-1	0
Cc1c(NC(=O)c2cc(=O)[nH]c3ccccc23)c(=O)n(-c2ccccc2)n1C	3	-2	-4	1	-5	-2	2	-5	12
COc1ccc(N)c2c1C(=O)c1ccccc1C2=O	-44	-4	-2	6	2	0	4	7	-11
CC1=C(C(=O)OCC2CCCO2)C(c2coc3ccc(Cl)cc3c2=O)C2=C(CCCC2=O)N1 (centres undefined)	-11	1	6	39	-1	11	-24	-30	-5
CC(C)(C)SCCNC(=O)c1cccc([N+](=O)[O-])c1	-11	2	0	1	2	15	0	-5	-16
CC(=O)N(C(C)=O)n1c(C)nc2sc3c(c2c1=O)CCCC3	48	2	-10	-25	8	6	2	2	-7
CCn1ncc2c1C(=O)NC1c3ccccc3C(=O)N21 (centres undefined)	/	-2	2	2	1	17	-2	1	-10
CCCC(=O)Nc1ccc(Oc2ccc(NC(=O)CCC)cc2)cc1	11[fluorescence artefact?]	5	-1	7	6	12	-1	-1	-5
Cc1ccccc1Oc1nc2c(C)cccn2c(=O)c1/C=C(\C#N)C(=O)Nc1c(C)n(C)n(-c2ccccc2)c1=O	6[fluorescence artefact?]	-3	-1	9	5	-1	16	49	-3
CCOC(=O)C1(CCc2ccccc2)CCN(C(=O)CN2C(=O)CSC2=O)CC1	-3	1	5	25	-3	4	-2	-6	-3
CC(NC(=O)C1CCC1)c1ccc(Br)cc1 (centres undefined)	-4	5	1	0	6	5	-24	0	21
CCN(C(=O)COC(=O)c1cncc(Br)c1)C1CCS(=O)(=O)C1 (centres undefined)	-10	-4	0	23	4	11	1	-2	3
CCc1ccc2[nH]c(=O)c(CN(Cc3ccc4c(c3)OCO4)Cc3nnnn3C3CCCC3)cc2c1	5	-3	-1	0	4	-1	29	-6	7
Cc1nn(CC(=O)Nc2ccncc2)c(C)c1[N+](=O)[O-]	-1[fluorescence artefact?]	3	-2	-3	8	6	-1	0	4
C=CCNc1nc(NCCN2CCOCC2)nc(N2CCOCC2)n1	-12	1	-4	11	0	-1	-1	0	1
CC(C)c1ccc(NC(=O)NN2CCOCC2)cc1	10	4	6	-1	-6	9	0	-4	-14
O=C(Nc1ccccc1)C1CCCN1C(=O)NCc1ccccc1 (centres undefined)	-13	1	7	24	3	14	2	1	3
O=c1cc(CSc2nc3ccccc3c(=O)[nH]2)c2ccc(O)cc2o1	-5	5	-2	27	-7	-6	21	52*	-22
COc1ccc(C2COC(=O)C2=N)c(NC(=O)c2ccc(Cl)cc2)c1 (centres undefined)	22[fluorescence artefact?]	3	-1	3	9	12	2	1	-6
COc1cccc(CNC(=O)CCC2CCCN(C(=O)c3ccc(OC)o3)C2)c1 (centres undefined)	-12	-3	-5	18	-3	8	0	-8	-1
O=C(Nc1ccc(F)cc1)c1nsc(Cl)c1Cl	-4	0	0	-7	9	15	0	-1	-9
COC(=O)c1ccc(NC(=O)CSc2nnnn2C2CCCCC2)cc1	0	-3	1	-1	6	16	-2	-6	-4
O=C(O)CCN1/C(=C/C=Nc2ccccc2)Oc2ccccc21	17	0	0	2	-1	19	21	8	1
CCCN(CC1CCCO1)C(=O)CCc1nnc(-c2cc(C)on2)o1 (centres undefined)	-3	-1	0	15	-6	2	-2	0	-2
CCOC(=O)c1nc(Nc2ccccc2C)c2ccccc2n1	5	2	3	7	-2	5	/	0	-17
Cn1c(NN)nc2sc3c(c2c1=O)CC(C)(C)OC3	-4	-1	-4	6	-1	0	1	5	-9
CCOC(=O)N=S(N)(=O)c1ccccc1 (centres undefined)	9[fluorescence artefact?]	4	1	-1	17	23	-1	0	-13
CCSc1nc2ccccc2n1C(=O)c1ccc(S(=O)(=O)N2CCCCCC2)cc1	-5	-1	-9	0	11	13	3	0	-7
C=CC(=O)NC1CC2CCC1(C)C2(C)C (centres undefined)	-8	-1	17	-14	23	8	0	-4	10
c1csc(-c2nn3c(C4COc5ccccc5O4)nnc3s2)c1 (centres undefined)	-2	-1	4	5	6	19	25	7	-27
COc1ccc(-n2c(=S)[nH]c3cc(C(=O)Nc4cccc(C)c4)ccc3c2=O)cc1	12	0	-11	4	-5	-2	0	-4	-34
CCCC(=O)Nc1ccc2c(c1)nc(CN1CCCCC1)n2C	5	16*	2	0	-2	4	0	0	-3
COc1ccc(CCN2C(=O)CS/C2=N\NC(=O)c2cccs2)cc1OC	-9	0	2	5	-2	6	1	-1	-3
Cc1ccccc1OCC(=O)NCC(=O)N/N=C/c1ccc(Br)o1	0[fluorescence artefact?]	-2	-4	4	-6	5	-1	3	-19
O=C(CN(Cc1ccccc1)S(=O)(=O)c1ccc2c(c1)OCCO2)Nc1ccc2c(c1)OCCO2	-1	-1	-2	0	6	12	2	18	0
CCSc1nnc(NC(=O)C2CCCCC2C(=O)OCC(F)(F)C(F)F)s1 (centres undefined)	-5	-1	3	0	-1	22	0	8	-24
Cc1ccccc1-n1cnnc1SCC(=O)N1CCN(c2ccccc2)CC1	-5	-2	3	-19	2	10	1	-1	-9
c1ccc(-c2nc(-c3cccnc3)n[nH]2)cc1	7	-3	-5	3	-1	6	2	1	-8
COc1ccc(S(=O)(=O)N2CCC(O)(c3ccc4c(c3)OCO4)CC2)cc1	-7	-1	-7	-1	-1	7	-252	2	-17
Cc1ccc(C(=O)N/C(=C/c2cccc([N+](=O)[O-])c2)C(=O)NC(C)C)cc1	2[fluorescence artefact?]	3	-12	2	4	11	2	4	-4
CCOC(=O)c1cn(CC(=O)Nc2ccccc2C(=O)OCC)nn1	8	-1	3	0	-15	12	-1	2	10
O=C(O)c1nccnc1C(=O)NCCc1c[nH]c2ccccc12	-7	-2	-8	-5	-4	9	-1	-4	-3
Cn1nnc2cc(NC(=O)N3CC4(C)CC3CC(C)(C)C4)ccc21 (centres undefined)	-1[fluorescence artefact?]	0	0	0	-4	9	0	0	-4
O=C(O)c1ccc(N2C(=O)c3cccc4c(C(=O)O)ccc(c34)C2=O)cc1	42	-1	/	10	0	1	-2	-3	-8
Cc1ccc(N2CCN(C(=O)c3ccccc3NC(=O)C3CCCCC3C(=O)O)CC2)cc1 (centres undefined)	0	2	-5	6	-7	1	-1	0	-13

Looked up above.
Entry of C=CC(=O)NC1CC2CCC1(C)C2(C)C (centres undefined) under thrombin 1536: 17
Entry of CCSc1nc2ccccc2n1C(=O)c1ccc(S(=O)(=O)N2CCCCCC2)cc1 under Runt-CBFb FRET: 3
Entry of Cc1ccccc1OCC(=O)NCC(=O)N/N=C/c1ccc(Br)o1 under Hck-Nef inh: 4

Remaining list, next part.
Compound	14-3-3 Bad PPI	Wee1 stabilizer	thrombin 1536	Hck-Nef inh	FXIa inh 1536	FXIIa inh	Runt-CBFb FRET	Runt-SMMHC FRET	KLK5 inh
Cc1cccc(C(=O)N/N=C/c2ccccn2)c1	16[fluorescence artefact?]	-2	-6	1	20	23	0	2	-20
Cc1ccc(NC(=O)CSc2nnc([C@@H]3CCCN3C(=O)OC(C)(C)C)o2)c(C)c1	-3[fluorescence artefact?]	5	6	2	1	12	0	1	1
O=C(NCc1cccs1)C1CCCN(S(=O)(=O)c2cccc3cccnc23)C1 (centres undefined)	3	2	-3	3	17	22	1	-2	29
COc1ccc(N2CCN(C(=O)c3cn(C)c(=O)c4c3c3ccccc3n4C)CC2)cc1	1	-2	1	0	6	7	-1	2	4
CCCc1[nH]n(-c2nc3ccccc3s2)c(=O)c1C=NCCCOC	1	4	4	17	4	9	-2	-3	3
O=C(O)CCN1C(=O)C2C3c4ccccc4C(c4ccccc43)C2C1=O (centres undefined)	-5	-3	1	9	3	7	2	-1	4
O=C(O)c1cc(NS(=O)(=O)c2ccc(N3CCCCC3)c([N+](=O)[O-])c2)cc(C(=O)O)c1	-8	0	-1	11	9	18	2	0	-27
O=C1N(CCCCN2C(=O)C3(OCCO3)c3ccccc32)c2ccccc2C12OCCO2	2	0	-6	1	1	-5	-2	1	-8
O=S(=O)(/C=C/c1ccccc1)n1cnc2ccccc21	13[fluorescence artefact?]	1	-5	-1	-4	8	-2	2	-12

Sorted by heavy-atom count (low to high): some entries from above.
Compound	14-3-3 Bad PPI	Wee1 stabilizer	thrombin 1536	Hck-Nef inh	FXIa inh 1536	FXIIa inh	Runt-CBFb FRET	Runt-SMMHC FRET	KLK5 inh
CC(C)c1ccc(NC(=O)NN2CCOCC2)cc1	10	4	6	-1	-6	9	0	-4	-14
COc1ccc(C2COC(=O)C2=N)c(NC(=O)c2ccc(Cl)cc2)c1 (centres undefined)	22[fluorescence artefact?]	3	-1	3	9	12	2	1	-6
COC(=O)c1ccc(NC(=O)CSc2nnnn2C2CCCCC2)cc1	0	-3	1	-1	6	16	-2	-6	-4
CC1=C(C(=O)OCC2CCCO2)C(c2coc3ccc(Cl)cc3c2=O)C2=C(CCCC2=O)N1 (centres undefined)	-11	1	6	39	-1	11	-24	-30	-5

Not a hit list; any-hit rate near 4.2%.
